# Source: PubChem BioAssay (Johns Hopkins Ion Channel Center)
# MrgX1 ag: agonists of human MrgX1 receptor, primary screen, HEK293 cells, Fluo-4 calcium flux; B-score at 10 µM; Mas-related G-protein coupled receptor member X1 (Homo sapiens), Q96LB2; AID 588627, 2011; 310,000 tested, 0.44% active; Fluo-4 calcium fluorescence, agonist mode; stronger effect = higher value;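 active = calcium response B-score plate-corrected fluorescence ratio at least 3 library SD, with starting fluorescence B-score inside 5 SD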
#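 Material: MrgX1-expressing HEK293 cells; input: 15,000 cells per well; doses: test compound given as first of three sequential additions; schedule: overnight plating before 1 h dye loading; technique: Fluo-4 NW calcium-flux fluorescence, kinetic read; evaluation: baseline-normalised fluorescence change ratio, B-scored; control set: plate-wise positive and negative controls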
# MrgX1 antagonist: antagonists of human MrgX1 receptor, primary screen, HEK293 cells, Fluo-4 calcium flux; Mas-related G-protein coupled receptor member X1 (Homo sapiens), Q96LB2; BAM8-22 antagonism; stronger effect = lower value; B-score at 10 µM; 310,000 tested, 1.3% active;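 active = calcium-response B-score plate-corrected more than 3 library SD below zero, starting fluorescence within 5 deviations, no agonist response on first addition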;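 also: peak minus trough fluorescence over baseline after final BAM8-22 challenge near maximal dose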
# ANO1 block: TMEM16A chloride channel inhibitors, primary screen, cell-based, HTS. normalized B-score (activity score, 25-100; higher = stronger inhibition) at 10 µM. 310,000 tested, 1.2% active. HEK293 TMEM16A/YFP iodide influx fluorescence, ionomycin;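 active = ratio plate-corrected score three or more library SD toward inhibition, starting fluorescence score within five deviations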;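 also: score derived from kinetic fluorescence span divided by baseline fluorescence per well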
# TRPC4 inh: inhibitors of mouse TRPC4 channel, primary screen, Fluo4 calcium, HEK293 TRPC4beta/mu-opioid cells. Short transient receptor potential channel 4 (Mus musculus), Q9QUQ5. DAMGO-evoked Fluo4 calcium flux; stronger effect = lower value. 300,000 tested, 0.39% active. B-score at 10 µM;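 active = B-score over 3 SD under the library average, no early fluorescence shift, positive overall ratio signal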
#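 Material: HEK293 cells with stable TRPC4beta plus mu-opioid receptor expression / Probe or stimulus: DAMGO in two steps, submaximal then maximal / Compound: single concentration per test compound / Technique: kinetic Fluo4 fluorescence imaging of calcium influx / Read-out: per-well B score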
# MrgX1 PAM: positive allosteric modulators of MrgX1, primary screen, HEK293 cells, Fluo-4 calcium flux | FDSS; stronger effect = higher value | B-score at 10 µM | 310,000 tested, 0.63% active;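 active = plate-corrected calcium response at least 3 library SD above typical, normal starting fluorescence, not activating the receptor alone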;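 also: compound read alongside a low EC10 to EC30 dose of BAM8-22 agonist; peak minus trough fluorescence over baseline measured at the second addition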
# TRPC4 potent: positive allosteric modulators of TRPC4, primary screen, cell-based, mouse TRPC4beta, HEK293 mu-opioid, Fluo-4 calcium | DAMGO EC20, Fluo-4 Ca2+ flux; stronger effect = higher value | B-score at 10 µM | 310,000 tested, 0.42% active | AID 2227, 2009;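 active = B-score of calcium response area above 5 SD of library B-scores, with initial fluorescence ratio within 5 SD of library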;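 also: B-score of integrated fluorescence ratio over time as area under calcium response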
# TMEM16A act: TMEM16A chloride channel activators or potentiators, primary screen, cell-based, HTS; B-score at 10 µM; HEK293 TMEM16A/YFP-H148Q/I152L, iodide quench fluorescence; stronger effect = lower value; AID 623877, 2012; 340,000 tested, 0.3% active; Anoctamin-1 (Mus musculus), Q8BHY3;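 active = fluorescence-ratio B-score plate-corrected deviation score at least 3 library SD below zero, with starting fluorescence score within 5 deviations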;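 also: channel opened by trigger with iodide after compound preincubation; score built on the fluorescence ratio of max minus min over baseline; more negative score means more quench and so TMEM16A activation or potentiation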
# RGS4 block: RGS4 inhibitors, primary screen, cell-based, HEK293 M3R inducible RGS4, calcium flux; Regulator of G-protein signaling 4 (Homo sapiens), P49798; Fluo-4 calcium flux; stronger effect = higher value; triggered by carbachol at its EC20; B-score at 10 µM; 310,000 tested, 0.45% active; AID 463165, 2010;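 active = B-score, a plate-corrected calcium signal, over three deviations above library mean, with baseline fluorescence within five deviations of library mean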;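 also: RGS4 expression induced by doxycycline in cells with stable M3 receptor; B-score is computed from the integrated fluorescence ratio over baseline after carbachol; higher B-score means a larger calcium signal and so more RGS4 inhibition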
# Target sequence (P49798 whole entry, looked up): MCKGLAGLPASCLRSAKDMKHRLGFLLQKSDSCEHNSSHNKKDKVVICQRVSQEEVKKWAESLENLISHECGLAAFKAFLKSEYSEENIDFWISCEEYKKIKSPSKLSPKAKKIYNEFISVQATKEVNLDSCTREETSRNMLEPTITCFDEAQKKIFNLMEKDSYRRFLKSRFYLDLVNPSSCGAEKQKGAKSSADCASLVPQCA
# TRPC6 inhibitor: mouse TRPC6 channel inhibitors, primary screen, cell-based, HEK293, membrane potential dye; ACh-evoked depolarization; stronger effect = lower value; B-score at 10 µM; 310,000 tested, 1.1% active;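 active = B-score under library mean minus 3 SD, initial fluorescence not abnormally high, positive integrated signal ratio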;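 also: B-score derived from integrated fluorescence ratio over the kinetic read; more negative B-score means stronger inhibition of depolarization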
# Target sequence (Q61143 whole entry, looked up): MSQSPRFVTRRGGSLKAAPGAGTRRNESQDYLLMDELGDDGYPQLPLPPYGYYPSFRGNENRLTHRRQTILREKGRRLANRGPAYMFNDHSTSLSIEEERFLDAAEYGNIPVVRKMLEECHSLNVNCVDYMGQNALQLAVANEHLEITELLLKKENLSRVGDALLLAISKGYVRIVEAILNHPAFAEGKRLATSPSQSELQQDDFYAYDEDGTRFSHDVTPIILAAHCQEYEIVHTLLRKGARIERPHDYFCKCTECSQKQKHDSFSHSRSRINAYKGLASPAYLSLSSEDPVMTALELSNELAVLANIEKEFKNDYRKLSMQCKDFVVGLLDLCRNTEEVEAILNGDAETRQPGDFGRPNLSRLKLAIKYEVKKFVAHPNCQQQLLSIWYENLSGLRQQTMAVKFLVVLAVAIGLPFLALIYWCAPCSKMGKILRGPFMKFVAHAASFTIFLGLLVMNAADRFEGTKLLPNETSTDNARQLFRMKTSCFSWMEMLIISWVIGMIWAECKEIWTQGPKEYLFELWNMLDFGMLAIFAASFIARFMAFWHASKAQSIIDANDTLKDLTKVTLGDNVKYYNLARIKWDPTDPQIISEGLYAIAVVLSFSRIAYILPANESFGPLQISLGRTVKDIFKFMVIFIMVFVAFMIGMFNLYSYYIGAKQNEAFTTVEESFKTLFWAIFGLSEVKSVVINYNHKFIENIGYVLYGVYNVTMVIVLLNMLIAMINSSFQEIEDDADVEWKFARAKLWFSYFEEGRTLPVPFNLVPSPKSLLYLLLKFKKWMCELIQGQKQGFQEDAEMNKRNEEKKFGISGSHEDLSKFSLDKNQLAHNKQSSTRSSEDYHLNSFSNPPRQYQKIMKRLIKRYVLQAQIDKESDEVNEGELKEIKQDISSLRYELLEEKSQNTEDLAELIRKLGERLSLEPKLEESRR
# TRPC6 activator: mouse TRPC6 channel activators, primary screen, cell-based, HEK293, membrane potential dye. Short transient receptor potential channel 6 (Mus musculus), Q61143. HEK293-TRPC6 membrane potential dye fluorescence; stronger effect = higher value. B-score at 10 µM. 310,000 tested, 0.13% active. AID 2550, 2010;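 active = B-score of the integrated fluorescence ratio above library mean plus 3 SD, and starting fluorescence ratio within library mean plus 5 SD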;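 also: higher score means more depolarization so channel activation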
# TRPC4 agonist: activators of mouse TRPC4 channel, primary screen, Fluo4 calcium, HEK293 TRPC4beta/mu-opioid cells | B-score at 10 µM | 310,000 tested, 0.49% active | Short transient receptor potential channel 4 (Mus musculus), Q9QUQ5 | Fluo4 calcium fluorescence; stronger effect = higher value;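 active = B-score above 5 SD of library B-scores, and initial fluorescence ratio not above library mean plus 5 SD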;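 also: positive B-score marks a calcium rise read as TRPC4 activation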
#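 Incubation: 45 min room-temperature Fluo4 loading, 110 s read / System: HEK293 cells stably co-expressing mouse TRPC4beta and mu-opioid receptor / Signal: Fluo4 fluorescence, kinetic / Control set: buffer (low) and maximal DAMGO (high) / Measure: integrated baseline-normalised fluorescence ratio, converted to per-well B score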
# The depositor's hits bear a star; i = inactive; nt = no result given.
SMILES,MrgX1 ag,MrgX1 antagonist,ANO1 block,TRPC4 inh,MrgX1 PAM,TRPC4 potent,TMEM16A act,RGS4 block,TRPC6 inhibitor,TRPC6 activator,TRPC4 agonist
CC(=O)Nc1ccc(CN2CCc3c([nH]c4ccccc34)C2C(C)(C)C)cc1 (configuration not stated),i,i,i,i,i,i,i,i,i,i,i
COc1ccc(-c2nn3c(C4CCCCC4)nnc3s2)cc1OC,i,i,i,i,i,i,i,i,i,i,i
CCSc1nnc(NC(=O)CSc2nc3c(cc2C#N)CCCC3)s1,i,i,i,i,i,i,i,i,i,i,i
CCC1Oc2ccccc2N(CC(=O)NCCCN2CCN(c3ccc(OC)cc3)CC2)C1=O (configuration not stated),i,i,i,i,i,i,i,i,i,i,i
COc1ccc(C2=NN(C(=O)CCCC(=O)O)C(c3cn(-c4ccccc4)nc3-c3ccccc3)C2)cc1 (configuration not stated),i,i,i,i,i,i,i,i,i,i,i
COc1ccc2c(c1OC)C(=O)N(c1cccc(C)c1)C2=O,i,i,i,i,i,i,-4.86*,i,i,i,i
CC12C=CC3(CN(Cc4ccccc4)C(=O)C3C1C(=O)NCc1ccco1)O2 (configuration not stated),i,i,i,i,i,i,i,i,i,i,i
CCOc1ccc(S(=O)(=O)n2c([N+](=O)[O-])cnc2C)c(C)c1C,i,i,i,i,i,i,i,i,i,i,i
FC(F)(F)c1cccc(NC(=S)NCc2ccccc2)c1,i,-5.36*,i,i,i,i,i,i,i,i,i
Cc1cn(C(=O)c2cccc(Br)c2)c(C)n1,i,i,i,i,i,i,i,i,i,i,i
CCOC(=O)[C@H]1[C@H]2COc3ccc(Br)cc3[C@@H]2N2C(=O)c3cc(F)c(F)cc3NC(=O)[C@@]12C,i,i,i,nt,i,nt,i,nt,nt,nt,nt
CCC(=O)N1CCn2c1nc1ccccc12,i,i,i,i,i,i,i,i,i,i,i
Cc1cccn2c(=O)c3cc(C(N)=S)c(=N)n(CCCOC(C)C)c3nc12,i,i,i,i,i,i,i,i,-7.27*,i,i
O=C(Nc1ccc(S(=O)(=O)NCCc2ccccc2)cc1)c1ccncc1,i,i,100*,i,i,i,i,i,i,i,i
COc1ccc(C2(C(=O)Nc3ccc(C)cc3)CCOCC2)cc1,i,i,i,i,i,i,i,i,i,i,i
Cc1nn(-c2cc(N3CCOCC3)ccc2[N+](=O)[O-])c(=O)c2ccccc12,i,i,i,i,i,i,i,i,i,i,i
CCN(C(=O)c1cc2c(=O)n3cccc(C)c3nc2s1)C1CCCCC1,i,i,i,i,i,i,i,i,i,i,i
Cc1onc(-c2ccccc2)c1C(=O)n1cccn1,i,i,i,i,i,i,i,i,i,i,i
Cc1nn(Cc2ccc(Cl)cc2)c2sc(C(=O)OCC(N)=O)cc12,i,i,i,i,i,i,i,i,i,i,i
COc1cc(Nc2cc(C)nc3ncnn23)cc(OC)c1OC,i,i,i,i,i,i,i,i,i,i,i
CC(=O)NC(=S)Nc1cc(C(=O)O)ccc1Cl,i,i,i,i,i,i,i,i,i,i,i
CN(C)Cc1cc(CN(C)C)c(O)c(CCc2ccccc2)n1,i,i,i,i,i,i,i,i,i,i,i
CCn1c(C)nc2cc(C(=O)NNC(=S)Nc3ccccc3OC)ccc21,i,i,i,i,i,i,nt,i,i,i,i
CCn1c2ccccc2c2cc(NC(=O)C(C)C)ccc21,i,i,i,i,i,i,i,i,i,i,i
COC(=O)[C@@H]1[C@@H](C#N)C2(c3ccccc3-c3ccccc32)N(c2ccc(Cl)cc2)N1C#N,i,i,25*,i,i,i,i,i,i,i,i
CCc1nn(CC(=O)N2CCN(c3ccc(OC)cc3)CC2)c(=O)c2cc3occc3n12,i,i,i,i,i,i,i,i,i,i,i
COc1ccc(CN(C)C(=O)c2ccc(NC(=O)CC3SC(N4CCCC4)=NC3=O)cc2)c(OC)c1OC (configuration not stated),i,i,i,i,i,i,i,i,i,i,i
C=CCOc1c(Br)cc(CNc2ccc3[nH]c(=O)[nH]c3c2)cc1OCC,i,i,i,i,i,i,i,i,i,i,i
COc1ccc(-c2csc(N3CCOCC3)n2)cc1OC,i,i,i,i,i,i,i,i,i,i,i
O=C(NCCC(=O)N1CCN(c2ccccc2O)CC1)c1ccc(Cl)cc1,i,i,i,i,i,i,i,i,i,i,i
C=C(C)Cn1c(SCCN2CCOCC2)nc2c1c(=O)[nH]c(=O)n2C,i,i,i,i,i,i,i,i,i,i,i
CC(=O)Nc1ccc(NC(=O)C(F)(F)F)cc1,i,i,i,i,i,i,i,i,i,i,i
CC(=O)Nc1nc(CCC(C)C)cc2c1c(=O)oc1ccccc12,i,i,i,i,i,i,i,i,i,i,i
COc1ccc(Cn2c(-c3ccco3)nc3oc4ccccc4c(=O)c3c2=O)cc1,i,i,i,i,i,i,i,i,i,i,i
COc1ccc(OCc2cc(C(=O)N3CCCC(OC)C3)no2)c2ccccc12 (configuration not stated),i,i,i,i,i,i,i,i,i,i,i
CNC(=O)CSc1nnc(C2CC2)n1-c1ccccc1,i,i,i,i,i,i,i,i,i,i,i
Cc1cc(C)c2c(C(C)(C)C)nn(-c3ccccc3)c2n1,i,i,i,i,i,i,i,i,i,i,i
Cc1cccc(NC(=O)C2CCCN(S(=O)(=O)c3cccs3)C2)c1C (configuration not stated),i,i,i,i,i,i,i,i,i,i,i
O=C(COC(=O)c1cccnc1Nc1cccc(C(F)(F)F)c1)NCCN1C(=O)CSC1=O,i,i,i,i,i,i,i,i,i,i,i
COCC(=O)Nc1ccc2c(c1)OCO2,i,i,i,i,i,i,i,i,i,i,i
O=C(CSCc1ccc(Br)cc1)NCCc1ccccc1,i,i,i,i,i,i,i,i,i,i,i
CCCCC1(C)OC(=O)C(=Cc2ccc(N(C)C)cc2)C(=O)O1 (configuration not stated),29.4*,i,i,i,i,i,i,i,i,i,i
CCc1ccc(Nc2nnc(SCn3nnc4ccccc4c3=O)s2)cc1,i,i,i,nt,i,nt,i,nt,nt,nt,nt
Cc1ccc(N(CC(=O)NC(C)(C)C)C(=O)CNC(=O)c2cccs2)cc1C,i,i,i,i,i,i,i,i,i,i,i
COc1cc(/C=N/Nc2nc3ccccc3s2)ccc1O,i,i,i,i,i,i,i,i,i,i,i
Nc1nnn(-c2ccccc2)c1-c1ccccc1,i,i,i,i,i,i,i,i,i,i,i
Cc1c(C(=O)OCC(C)C)[nH]c2c1C(=O)CC(c1cccs1)C2 (configuration not stated),i,i,i,i,i,i,i,i,i,i,i
Cc1cccc(NS(=O)(=O)c2c(C)nc3scc(C)n3c2=O)c1,i,i,i,i,21.1*,i,i,i,i,i,i
N#CCc1ccc(NS(=O)(=O)c2ccc(N3CCCC3=O)cc2)cc1,i,i,i,i,i,i,i,i,i,i,i
CCOC(=O)c1[nH]c(C)c(C(=O)Nc2cc(Cl)ccc2C)c1C,i,i,i,i,i,i,i,i,i,i,i
# Other entries follow.
SMILES,MrgX1 ag,MrgX1 antagonist,ANO1 block,TRPC4 inh,MrgX1 PAM,TRPC4 potent,TMEM16A act,RGS4 block,TRPC6 inhibitor,TRPC6 activator,TRPC4 agonist
O=[N+]([O-])c1ccc(N2CCN(C(=S)c3cccc([N+](=O)[O-])c3)CC2)cc1,i,i,i,i,i,i,i,i,i,i,i
CC(C)(C)NCc1cc(Cl)ccc1OCc1cccs1,i,i,i,i,i,i,i,i,-8.04*,i,i
O=C(COc1ccc(/C=N/NC(=O)c2ccncc2)cc1)Nc1ccccc1,i,i,i,i,i,i,i,i,i,i,i
COc1cc2nc(NC(=O)c3ccc(Cl)cc3)sc(=O)c2cc1OC,i,i,i,i,i,i,i,i,i,i,i
O=C1c2ccccc2-c2nc3ncnn3c(-c3ccccc3Cl)c21,i,i,i,i,i,i,i,i,i,i,i
COc1ccc(/C=N/NC(=O)CN(C)S(=O)(=O)c2ccc(NC(C)=O)cc2)cc1,i,i,i,i,i,i,i,i,i,i,i
O=C(CCN1C(=O)/C(=C/c2ccccc2)SC1=S)Nc1ccccn1,i,i,i,i,i,i,i,i,i,i,i
CN(CCc1ccccn1)S(=O)(=O)c1ccc(F)cc1,i,i,i,i,i,i,i,i,i,i,i
COc1ccccc1CNC(=O)COC(=O)/C=C/c1ccc(OC(F)F)c(OC)c1,i,i,i,i,i,i,i,i,i,i,i
CCOc1ccc(S(=O)(=O)N2CCOCC2)cc1NC(=O)CN1C(=O)NC(C)(c2ccccc2)C1=O (configuration not stated),i,i,i,i,i,i,i,i,i,i,i
COc1cc(C(=O)NCC2CCCO2)ccc1OCc1c(C)noc1C (configuration not stated),i,i,i,i,i,i,i,i,i,i,i
CN1CC2(C)CN(C(c3ccccc3)c3ccccc3)CC(C)(C1)C2O (configuration not stated),i,i,i,i,i,i,i,i,i,i,i
CCOC(=O)C1=C(C)N=C2c3ccccc3C(=O)C2C1c1ccc(C)cc1 (configuration not stated),i,i,i,i,i,i,i,i,i,i,i
COc1ccc(CC(=O)N/N=C(\C)c2cccnc2)cc1,i,i,i,i,i,i,i,i,i,i,i
Cc1ccc(-n2ncc3c(SCc4cccc(C)c4)ncnc32)cc1,i,i,i,i,i,i,i,i,i,i,i
Cc1c(CNCCC2=CCCCC2)c(C(=O)O)c(C)n1Cc1ccccc1,i,i,i,i,i,i,i,i,i,i,i
CN(C)S(=O)(=O)c1cccc(NC(=O)c2sccc2-c2ccccc2)c1,i,i,i,i,i,i,i,i,i,i,i
COCCN1C(=O)N[C@@H](c2cccc(F)c2)C(C(=O)OC)=C1C,i,i,i,nt,i,i,i,i,i,i,i
